IEC-6 cytotox: kills IEC-6 intestinal cells in KLF5 counter-screen. AID 1825. 290,000 tested, 0.78% active. inhibition, % at 5 µM. IEC-6 cytotoxicity, luminescence viability; in the data active = inhibition above about 22%;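 also: 0% = plate median of test compound wells and 100% = cytotoxic reference compound wells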
GSK3B inh: inhibitors of human GSK3beta kinase. 300,000 tested, 0.038% active. P49841. AID 2097. activity score (negative = inhibition), % at 10 µM. GST-GSK3beta kinase, ADP-Glo luminescence, 60 min; stronger effect = lower value;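 active = more than half of replicate wells score below -50%, meaning over 50% inhibition versus plate controls; inconclusive = some replicates but at most half score below -50%; inactive = no replicate scores below -50%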;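 also: 0% = median DMSO wells and -100% = median GW8510 positive control wells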
Target sequence (P49841 whole entry, looked up): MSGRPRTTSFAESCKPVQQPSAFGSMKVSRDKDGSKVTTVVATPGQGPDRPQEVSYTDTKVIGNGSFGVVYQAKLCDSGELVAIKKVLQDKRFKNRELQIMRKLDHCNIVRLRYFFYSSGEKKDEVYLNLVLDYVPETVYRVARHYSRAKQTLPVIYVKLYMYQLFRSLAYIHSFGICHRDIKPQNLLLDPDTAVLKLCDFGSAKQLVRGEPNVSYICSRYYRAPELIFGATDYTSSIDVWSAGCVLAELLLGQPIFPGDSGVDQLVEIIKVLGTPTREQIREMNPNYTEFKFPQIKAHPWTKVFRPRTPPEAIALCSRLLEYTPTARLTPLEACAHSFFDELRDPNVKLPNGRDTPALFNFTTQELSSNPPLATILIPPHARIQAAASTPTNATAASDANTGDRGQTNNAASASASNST
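test system = GST-tagged human GSK3beta kinase, cell-free | reagent = 25 µM ATP with peptide substrate | dosing = one dose of 10 µM per compound | schedule = 60 min reaction, RT | detection = luminescent ADP-Glo measurement of ADP formed | control set = DMSO neutral wells and GW8510 at 20 µM as positive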
KLF5 inhibitor: suppresses KLF5 promoter-driven expression. DLD-1 KLF5 promoter-luciferase reporter, luminescence. AID 1700. 290,000 tested, 0.23% active. inhibition, % at 5 µM;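 active = inhibition above a per-plate limit of that plate's mean compound inhibition plus 3 SD, cut at about 60% in these data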;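 also: 0% = DMSO wells and 100% = LY294002 at 200 µM; higher means less KLF5 promoter-driven luciferase light; inactives centre near -14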
HSF1 inhib: HSF1 inhibition; NIH3T3-HGL HSE-luciferase, MG132-induced, luminescence 8 h; stronger effect = lower value; activity change, negative = inhibition, % at 7.5 µM (by protocol); 300,000 tested, 0.77% active;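 active = more than half of replicate wells show activity change below -50%, luminescence cut by over half; inconclusive = some wells, but at most half, below -50%; inactive = no replicate well below -50%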;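 also: luciferase reports HSF-1 transcriptional activity via heat shock element; 0% = median of DMSO wells and -100% = zero luminescence signal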
HSP90 inh: blocks HSP90-mediated luciferase refolding in reticulocyte lysate; Rabbit reticulocyte lysate, luciferase refolding luminescence, 3 h; inhibition, % at 5.6 µM; 290,000 tested, 0.91% active;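 active = inhibition above the screen-wide mean plus 3 SD, computed separately per campaign, cut at about 16% in these data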;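 also: 0% = DMSO wells and 100% = 60 µM geldanamycin wells; inhibitors lower the luminescence because luciferase stays unfolded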
GSK3A inh: blocks human GSK-3 alpha kinase; P49840; AID 2650; 320,000 tested, 0.1% active; inhibition, % at 10 µM; ADP-Glo luminescence, 60 min;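 in the data active = inhibition above about 50%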;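 also: GST-tagged GSK-3 alpha with peptide substrate and 25 µM ATP; 0% = DMSO neutral wells and 100% = GW8510 positive control wells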
Target sequence (P49840 whole entry, looked up): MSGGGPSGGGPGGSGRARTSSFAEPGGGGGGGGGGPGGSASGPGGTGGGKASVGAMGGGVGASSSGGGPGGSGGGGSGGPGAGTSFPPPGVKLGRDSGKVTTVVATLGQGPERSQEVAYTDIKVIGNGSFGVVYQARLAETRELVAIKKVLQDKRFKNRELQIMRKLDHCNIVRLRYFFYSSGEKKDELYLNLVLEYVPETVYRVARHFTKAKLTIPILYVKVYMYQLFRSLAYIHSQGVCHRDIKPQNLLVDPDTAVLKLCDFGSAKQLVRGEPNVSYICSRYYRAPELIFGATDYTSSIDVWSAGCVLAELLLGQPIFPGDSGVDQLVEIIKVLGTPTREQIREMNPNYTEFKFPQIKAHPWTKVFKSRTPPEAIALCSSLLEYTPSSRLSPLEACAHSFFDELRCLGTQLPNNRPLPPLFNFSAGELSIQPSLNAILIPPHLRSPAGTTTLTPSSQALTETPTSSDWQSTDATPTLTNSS
PolyA inh: blocks polyadenylation in yeast reporter cells | S. cerevisiae SKY197-pL101 polyadenylation reporter, beta-gal luminescence; efflux-impaired pdr1/pdr3 knockout yeast; score 100 = 6 SD above DMSO | calls only at 12 µM | 300,000 tested, 0.02% active;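 active = lowest replicate activity score at least 50, where 100 means six control SD above control mean; inconclusive = lowest score under 50 but half or more replicates reach 50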;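 also: yeast exposed to compound for 9 h at 30 °C; higher score means more reporter readthrough which indicates perturbed polyadenylation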
aSyn 5UTR inh: 5' untranslated region of α-synuclein, MLPCN primary screen; alpha-synuclein 5'UTR reporter, inhibitor activity; inhibition, % (tested at 7.5 µM); 300,000 tested, 0.82% active; AID 1813; in the data active = inhibition above about 60%; inconclusive = no clear call, values can overlap the other calls;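 also: H4 neuroglioblastoma cells stably carrying SNCA 5'UTR luciferase fusion; 0% = DMSO wells and 100% = positive control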
AI-2 QS modul: Vibrio harveyi AI-2 quorum sensing modulation | Vibrio harveyi JMH597 AI-2 luminescence/OD600 ratio, 9 h; stronger effect = lower value; strain lacks LuxN and CqsS sensors; 0 = neutral-control median | 300,000 tested, 0.4% active | activity change, % at 7.5 µM; in the data active = activity change below about -75%, passing the limit was not always enough; inconclusive = no clear call, values can overlap the other calls;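 also: luminescence divided by OD600 gain over 9 h not by final OD600 alone; inactives centre near 13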
HSF-1 act: increases HSF-1 driven luciferase reporter signal; NIH3T3-HGL HSF-1 luciferase reporter, MG132, 8 h; 100% = twice DMSO control signal; activation, % at 9 µM; 300,000 tested, 1.7% active; AID 504408;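 active = mean replicate activation of at least 50% with a set share of replicates each reaching 50%; inconclusive = only one of those two conditions met; inactive = mean below 50% and too few replicates reaching it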;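 also: 0% = median of the neutral control wells and 100% = twice that signal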
Numbers without * were called inactive; i = inactive; ? = inconclusive; . = not tested or not shown. This is a subset; count on the stated rates, not on these rows.

SMILES	IEC-6 cytotox	GSK3B inh	KLF5 inhibitor	HSF1 inhib	HSP90 inh	GSK3A inh	PolyA inh	aSyn 5UTR inh	AI-2 QS modul	HSF-1 act
O=C(c1cc(-c2ccc3c(c2)OCO3)on1)N1CCN(c2ccccc2)CC1	-7	0	-84	-30	9	-1	i	-245	17	-31
COc1cccc(NC(=O)c2nn(C34CC5CC(CC(C5)C3)C4)cc2[N+](=O)[O-])c1	-5	1	1	-4	2	-2	i	8	22	-9
CCN(CC)S(=O)(=O)c1ccc2c(c1)N(CC(=O)NCc1ccccn1)C(=O)CO2	0	-3	-11	-3	-4	-3	i	4	11	16
COCCn1nnnc1C(c1cccs1)N1CCN2CCCC2C1 (stereo unspecified)	7	0	-10	-5	4	-3	i	-9	15	-14
OCC1(O)OC[C@@H](O)[C@H]1O (stereo partly specified)	.	-3	.	-7	.	1	i	19	1	-12
CC(=O)N/C(=C\c1ccccc1)C(=O)OCC(=O)c1c(N)n(CC(C)C)c(=O)n(C)c1=O	.	-3	.	1	.	-1	i	4	15	-12
COc1ccccc1CNC(=O)C(=O)Nc1nccs1	-1	2	-11	7	-4	-2	i	-12	15	27
COc1ccc(C(CNC(=O)c2cccc(S(=O)(=O)Nc3ccccc3OC)c2)N2CCCC2)cc1 (stereo unspecified)	.	-1	.	5	.	0	i	6	11	11
CCOc1ccc(Nc2nc(Cc3nnc(SCC(=O)c4ccc(C)c(C)c4)o3)cs2)cc1	1	-2	4	-3	3	-2	i	-7	6	-1
Cc1ccn2c(=O)nc(SCC(=O)N3CCCCC3)nc2c1	.	0	.	0	.	-2	i	-22	-2	-1
CN(C)C(=O)c1ccc(NC(=O)c2cncc(Br)c2)cc1	-7	-5	-10	-3	5	5	i	-59	8	10
COC(=O)c1cc2n(n1)CCCNC2=O	6	3	3	-2	1	0	i	-12	6	0
CC(CCN1C(Nc2ccccc2)=NC[C@@H]1C)c1ccccc1 (stereo partly specified)	-15	-3	-2	-12	-6	-1	i	-17	10	-12
COc1cccc(N(C(=O)Cn2nnc(-c3ccc(Cl)cc3)n2)C(C(=O)NCC2CCCO2)c2ccc(C)cc2)c1 (stereo unspecified)	-1	-3	0	-7	2	-2	i	12	1	8
CC1(C)Cc2c(cnn2-c2cccc(F)c2)C(NC(=O)CCN2CCCC2=O)C1 (stereo unspecified)	3	2	-15	-6	-4	1	i	-8	21	10
Cc1ccc(S(=O)(=O)N2CCN(C(=O)COC(=O)/C=C/c3ccccc3[N+](=O)[O-])CC2)c(C)c1	.	0	.	6	.	1	i	-15	7	5
COc1ccc(C(=O)NCCSC2CCCCC2)cc1	-3	3	-16	9	-6	5	i	-159	33	51*
CC1CC(=O)N(C)c2ccc([N+](=O)[O-])cc2N1 (stereo unspecified)	2	-3	-2	2	-3	2	i	26	12	-15
COc1cccc(C(O)c2cnc(C(C)C)n2C)c1OC (stereo unspecified)	1	.	-5	.	7	-2	.	.	.	.
Cc1cc(C)c2c(c1)C(=O)/C(=C/c1ccc(C(=O)O)cc1)CC2	5	2	-31	12	4	-3	i	-79	27	19
CC(=O)N1CCc2cc(S(=O)(=O)Nc3cccc(C(F)(F)F)c3)ccc21	6	-3	-38	-3	1	4	i	8	2	6
Cn1cc(CNC(=O)c2sc3cccc(Cl)c3c2Cl)cn1	5	1	-14	57	2	-7	i	23	15	90*
CCOC(=O)C1/C(=N\O)CC(C)(O)C(C(=O)OCC)C1c1ccc(N(C)C)cc1 (stereo unspecified)	-2	1	-43	9	4	0	i	-9	12	1
CCC(C)(C(=O)NC1CCCCC1)N(Cc1cccs1)C(=O)CC1NC(=O)NC1=O (stereo unspecified)	5	-3	-1	-11	3	-2	i	2	22	-8
O=C1C2CCCN2C(c2ccc(F)cc2)N1c1nccs1 (stereo unspecified)	-2	-3	-14	-6	-4	-2	i	-3	27	-9
O=C(Nc1ccc(Cl)cc1)C1C2CCCCC21 (stereo unspecified)	4	1	-161	36	2	8	i	-150	13	79*
COc1ccc(C(C)C)cc1S(=O)(=O)N1CC(C)OC(C)C1 (stereo unspecified)	2	1	-7	-4	-4	-16	i	-6	19	-17
COc1ccccc1C(=O)NCC(=O)OC(C)C(=O)N1CCOCC1 (stereo unspecified)	.	0	.	-3	.	-1	i	1	6	15
COc1ccc(NC(=O)CSc2ccc3nnc(CCNC(=O)c4ccccc4)n3n2)cc1	-6	0	-11	-8	-1	-1	i	-10	1	12
COc1cccc(C2=NOC(C(=O)NCCN3CCOCC3)C2)c1 (stereo unspecified)	1	1	-29	-8	1	1	i	-4	4	-6
C=CCn1c(C)cc(C(=O)CSc2nnc(NC(C)C)s2)c1C	-3	-4	-18	-59*	1	-2	i	-17	26	-66
Cc1ccccc1Nc1nc(N)nc(COc2ccc(C#N)cc2)n1	3	-1	-23	.	-5	-5	i	4	-83*	.
CC1CCC2(CC1)NC(=O)N(CC(=O)Nc1ccc(N3CCOCC3)cc1)C2=O (stereo unspecified)	-6	2	-16	-4	-1	-2	i	-3	14	3
CCC1(c2ccccc2)NC(=O)N(CC(=O)NCc2ccc(C)cc2)C1=O (stereo unspecified)	4	1	-22	-1	9	1	i	29	-91*	5
COc1cccc(C(=O)Nc2c(C(N)=O)oc3ccccc23)c1	9	0	-3	-9	1	-2	i	-32	-12	6
COCCNC(=O)C(c1ccc(F)cc1)N(Cc1ccccc1)C(=O)CCC(=O)Nc1ccccn1 (stereo unspecified)	1	-4	-12	3	1	0	i	-3	17	-12
Clc1cccc(Cl)c1CON/C=N/c1ncnc2sccc12	0	2	5	0	0	-3	i	-29	9	-2
CC(Oc1ccc2c3c(c(=O)oc2c1)CCCC3)C(=O)NCC(O)c1ccccc1 (stereo unspecified)	3	3	-30	-2	-1	1	i	6	8	2
CCOC(=O)c1sc2nccc(OC)c2c1N=CNOC	6	-1	-4	0	3	2	i	2	4	-7
CC(C)Oc1cccc(C(=O)C2CCCN(C(=O)c3cc(C(F)(F)F)[nH]n3)C2)c1 (stereo unspecified)	3	0	-5	3	0	0	i	7	-1	-7
O=C(Nc1ccccc1Cl)NC1CCCCCCC1	1	-1	-110	.	-7	.	.	.	-6	.
C[C@H](NC(=O)Cc1cccc2ccccc12)C(=O)NCc1ccccc1	5	1	0	9	1	-1	i	35	9	30
O=C(CN1CCN(c2ccccc2O)CC1)NC(=O)NC1CCCC1	2	2	7	1	0	6	i	-10	-7	-7
O=C(CSc1ccc2nnc(CCNC(=O)c3ccccc3)n2n1)NCc1ccc(F)cc1	-3	-3	-30	-2	5	0	i	7	2	-19
Cc1nnc(SCC(=O)Nc2ccccc2N2CCOCC2)s1	-1	-1	5	-10	0	-1	i	14	6	-6
O=C(c1ccc(-c2cccc(C(F)(F)F)c2)o1)N1CCCC(C(F)(F)F)C1 (stereo unspecified)	.	0	.	12	.	1	i	-9	16	10
C=CCSc1nc2sc(C)c(C)c2c(=O)n1CC=C	-3	0	-9	3	-2	2	i	-19	23	-2
CC(C)COc1ccc(C(=O)NC(Cc2c[nH]c3ccccc23)C(=O)NN)cc1 (stereo unspecified)	5	0	1	12	-1	0	i	-9	21	47
O=c1c(-c2ccco2)[n+]([O-])c2ccccc2n1OCc1c(F)cccc1F	-7	-9	-26	2	-1	5	i	0	19	7
CC1CCN(S(=O)(=O)c2cc(Br)cc(C(=O)NC3=NCCS3)c2)CC1	1	-2	-4	6	-1	4	i	-44	24	22
COc1cccc2nc3cc(C)c(C)cc3nc12	14	-19	-126	18	14	16	i	41	25	?
Fc1ccc(CNC(=S)Nc2cccc(C(F)(F)F)c2)cc1	-2	-1	-21	1	-2	-1	i	28	-14	3
CCCCN(CCCC)CCNC(=O)c1ccc2nc(-c3ccccc3NC(C)=O)c(=O)[nH]c2c1	2	-4	-17	-2	-1	2	i	-15	15	-1
COc1ccc(OC)c(NC(=O)c2ccccc2SC)c1	1	2	-16	-7	2	1	i	22	7	-6
Cc1c(NC(=O)CSc2n[nH]c(-c3ccccc3)n2)c(=O)n(-c2ccccc2)n1C	2	3	-22	-3	-1	-1	i	3	14	1
CCN(CC)S(=O)(=O)c1ccc2c(c1)nc(CCC(=O)O)n2C	1	0	-26	-4	-3	-2	i	-7	11	-7
O=C(O)CCCNS(=O)(=O)c1ccc(Br)s1	-3	0	-2	0	-4	-7	i	8	13	12
CC1CCCC(C)N1C(=O)COC(=O)c1cc([N+](=O)[O-])ccc1N1CCOCC1 (stereo unspecified)	.	1	.	-4	.	-1	i	11	5	6
O=C(Nc1ccon1)c1ccccc1F	-4	0	-6	-2	1	-2	i	1	17	-14
O=C1COc2ccc(-c3n[nH]c(=O)c4ccccc34)cc2N1	1	-1	-28	-8	3	3	i	-1	36	18

The listing continues:
SMILES	IEC-6 cytotox	GSK3B inh	KLF5 inhibitor	HSF1 inhib	HSP90 inh	GSK3A inh	PolyA inh	aSyn 5UTR inh	AI-2 QS modul	HSF-1 act
CCNC(=S)NNC(=O)c1cc(-c2cc(C)ccc2C)nc2ccccc12	-2	-2	-20	1	5	-4	i	11	16	9
COc1ccc(-c2cc(C(F)(F)F)nc(S(=O)(=O)CCCC(=O)Nc3cccc(O)c3)n2)cc1OC	4	-8	7	186	4	.	i	-16	36	260*
O=C(O)C1Cn2c(nc3c(c2=O)C2(CCCC2)Cc2ccccc2-3)S1 (stereo unspecified)	0	5	2	5	0	-4	i	16	12	-2
CCCN1C(=S)SC(C)(C)C1/[N+]([O-])=C/c1ccc(S(=O)(=O)NC)cc1 (stereo unspecified)	8	3	-17	-2	3	-1	i	-4	22	2
Cn1cnc([N+](=O)[O-])c1SCC(O)CCl (stereo unspecified)	3	-1	-4	0	-1	0	i	8	21	-5
N#Cc1cc2c(nc1Cl)CCC2	-6	-2	-6	.	2	0	i	.	13	.
CCCCCCCCN=C1NC(=O)CS1	-5	1	-16	2	-2	-2	i	-8	22	-5
CC(=O)CC(C)(C)Nc1nc2cc([N+](=O)[O-])ccc2o1	2	-6	-20	-2	3	0	i	-25	-3	6
CCOC(=O)c1c(NC(=O)COC(=O)c2ccccn2)sc2c1CCC2	3	0	1	-1	-3	0	i	2	21	-13
CCn1cc(C(=O)N2CCCCC2)c(=O)c2cc(S(=O)(=O)N3CCC(C)CC3)ccc21	2	1	9	3	-4	-2	i	-16	5	-5
O=[N+]([O-])c1ccccc1Oc1ccc(C(F)(F)F)cn1	4	-3	0	4	3	.	i	3	11	7

High-throughput results from PubChem.
